# Bioassay records (PubChem)
# GAA spleen mod = inhibits or activates alpha-glucosidase in human spleen homogenate. P10253. human spleen homogenate, 4-MU-alpha-glucoside fluorescence. Potency, µM (highest dose often 79.9 µM), for inactives: top-dose activity change, negative = inhibition, actives largely listed as inhibitors. actives 0.006% (n = 240,000). AID 2112;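 further: 0% = enzyme with vehicle and -100% = no enzyme basal signal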
#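 Human spleen homogenate (1 ug) with 4-methylumbelliferyl-alpha-D-glucopyranoside (1 mM final) in 50 mM citrate/phosphate pH 5.0, 0.01% Tween-20; 40 min at 37 C. Stopped at pH 10; 4-MU fluorescence Ex 365/Em 440 nm; AC50 by Hill fit.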
# Tau fibril ThT = tau fibrillization inhibition (ThT binding); recombinant tau K18 P301L, heparin-induced fibrillization, ThT fluorescence; actives 2.1% (n = 270,000); Potency, µM (series often up to 57.4 µM), for the others: at the top dose activity, negative = inhibition, hits mostly inhibitors; P10636; AID 1460; further: on the % scale 0 is the no-effect control and ±100 the full control effect; nearly all actives have a fitted effect of over 55% in size
# Target sequence (P10636 561-689 P618L limits assumed): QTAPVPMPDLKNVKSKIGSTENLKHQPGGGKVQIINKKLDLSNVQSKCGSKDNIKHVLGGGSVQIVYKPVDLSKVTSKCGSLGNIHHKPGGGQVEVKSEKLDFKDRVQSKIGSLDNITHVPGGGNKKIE
#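 Using a mix of unlabeled (15 uM) and Alexa 594-labeled (0.24 uM) tau K18 P301L, heparin-triggered fibrillization over 6 hr at 37 C was scored by ThT fluorescence.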
# Tau fibril FP = tau fibrillization inhibition (FP) | K18 P301L tau heparin fibrillization, Alexa594 FP, 6 h | Potency, µM (series often up to 57.7 µM), for the others: at the top dose activity, negative = inhibition, most hits filed as inhibitors | actives 0.39% (n = 280,000) | AID 1468; further: on the % scale 0 is the no-effect control and ±100 the full control effect; nearly all actives have a fitted effect of over 55% in size
#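 Compound effects on tau fibrillization are measured by Alexa 594 fluorescence polarization (ex 555, em 632 nm). K18 P301L tau is used at 15 uM with 0.24 uM labeled tracer, and 20 uM heparin induces aggregation over 6 hr at 37 C.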
# GAA inhib = inhibitors of human lysosomal alpha-glucosidase. P10253. purified human GAA, 4-MU-alpha-glucoside fluorescence. Potency, µM (series often up to 76.9 µM), inactives show at the highest dose activity change, negative = inhibition, usual class: inhibitors. actives 0.005% (n = 200,000). AID 1466;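 further: plate controls were uninhibited enzyme wells for no effect and no-enzyme background for full effect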
#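 Human alpha-glucosidase, 4 nM, pre-mixed with test compounds before 400 uM 4-methylumbelliferyl substrate; 20 min room temperature at pH 5.0. Fluorescence read after pH 10 stop; AC50 values from Hill-equation fits.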
# Tau fluor counter = counter-screen for tau fibril formation inhibitors; tau K18 P301L (four-repeat tau fragment) Alexa594 fluorescence, heparin fibrillization; actives 0.93% (n = 280,000); Potency, µM (highest dose often 57.7 µM), without a hit: at the top dose activity change, negative = decrease; further: on the % scale 0 is the no-effect control and ±100 the full control effect; nearly all actives have a fitted effect of over 55% in size
#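 Human K18 P301L tau (15 uM unlabeled plus 0.24 uM Alexa 594-labeled, final) in 100 mM sodium acetate pH 7 was mixed with compound and 20 uM heparin and incubated 6 hr at 37 C.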
# HTT ATP protect = Huntington cell model cytoprotection by ATP luminescence; Potency, µM (series often up to 56.4 µM), for inactives: cytoprotection (ATP increase), most hits filed as activators; actives 0.14% (n = 230,000); PC12 HTT-Q103 induced, cytoprotection, ATP luminescence, 40 h;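 further: % of control where 0% means no effect; nearly all actives have a fitted effect of over 45% in size; toxic huntingtin expression switched on by the ecdysone agonist tebufenozide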
#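 Readout: ATPlite luminescence (ATP level). Model: stable PC12, inducible Htt exon1 Q103-GFP. Inducer: tebufenozide, 100 nM final. Compounds: dose series. No G418 in medium.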
# GLA spleen mod = inhibits or activates alpha-galactosidase in human spleen homogenate | P06280 | actives 0.008% (n = 240,000) | Potency, µM (series often up to 80 µM), without a hit: at the highest dose activity change, negative = inhibition, actives largely listed as inhibitors | human spleen homogenate, 4MU-alpha-Gal fluorescence, 40 min;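 further: 0% = enzyme with vehicle and -100% = no enzyme basal signal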
# Target sequence (P06280 32-429 limits assumed): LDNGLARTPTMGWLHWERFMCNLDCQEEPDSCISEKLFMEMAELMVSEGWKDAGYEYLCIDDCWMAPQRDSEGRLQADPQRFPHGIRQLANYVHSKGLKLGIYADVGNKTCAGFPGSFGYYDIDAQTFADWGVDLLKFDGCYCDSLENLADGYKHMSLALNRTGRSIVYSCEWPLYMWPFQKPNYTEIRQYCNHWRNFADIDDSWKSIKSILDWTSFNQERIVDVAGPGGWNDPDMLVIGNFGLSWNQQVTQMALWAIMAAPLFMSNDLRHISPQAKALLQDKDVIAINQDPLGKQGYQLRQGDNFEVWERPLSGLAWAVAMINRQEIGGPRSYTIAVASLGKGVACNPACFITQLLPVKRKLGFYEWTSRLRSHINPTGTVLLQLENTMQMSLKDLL
#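 Human spleen homogenate (1 ug) as enzyme source, 4-methylumbelliferyl-alpha-D-galactopyranoside 1 mM final, citrate/phosphate pH 5.0 with 0.01% Tween-20. Compounds 40 min at 37C, NaOH/glycine stop; fluorescence Ex 365/Em 440, Hill-fit AC50.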
# GAA glycogen mod = GAA glycogen-cleavage inhibition or activation; AID 2100; actives 0.38% (n = 300,000); Potency, µM (highest dose often 76.4 µM), for inactives: at the top dose activity change, negative = inhibition, usual class: inhibitors; recombinant GAA, glycogen substrate, Amplex Red glucose oxidase fluorescence;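 further: 0% = full enzyme reaction and -100% = no-enzyme basal signal; the screen sought inhibitors and activators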
#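 Recombinant enzyme (4 nM final) with compounds titrated up to 77 uM and bovine liver glycogen (30 ug) in citrate pH 5.0, 0.01% Tween-20, 37 C 40 min. Released glucose detected by Amplex Red/glucose oxidase (Ex 573/Em 610); AC50 from Hill fits.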
# The depositor's hits bear a star; ? = inconclusive; . = not tested or not shown; & = joins results of further samples; [ ] = dose if it differs, or a comment. The call rests on the fitted dose curve; in most records, active means well fitted curve in the direction sought with a large enough effect; inconclusive means small, poorly fitted or top-dose-only effect, or another doubt; inactive means no such curve, though single readings can be large; an effect the other way counts as inactive or inconclusive. Potency means the concentration at half of the fitted maximal effect. Rows were taken by chance; about 3.3% have a hit in one of these screens.
# Results follow in this order: GAA spleen mod, Tau fibril ThT, Tau fibril FP, GAA inhib, Tau fluor counter, HTT ATP protect, GLA spleen mod, GAA glycogen mod
1	CCC1CCc2c(n(C)c3ccccc3c2=O)O1 (configuration not stated)
→ -7%, 7%, -5%, -7%, 7%, ., 4%, -7%
2	CC(C)(C)Nc1nc(NCc2cccnc2)nc(N2CCOCC2)n1
→ -12%, -7%, -5%, -10%, -5%, 33%[1.9 µM], -19%, 2%
3	O=C(Nc1ccc(Br)c(Cl)c1)c1ccc(C(=O)Nc2ccc(Br)c(Cl)c2)cc1
→ ., -10%, ?, ., 6%, ., ., 4%[76.3 µM]
4	CCN(CC)S(=O)(=O)c1ccc(-c2ccc(S(=O)(=O)N(CC)CC)cc2)cc1
→ -1%, -13%, 5%, -1%, -18%, -6%, 7%, -4%
5	CNC(=O)c1ccccc1Sc1ccccc1CO
→ 1%, ., -6%, ., -27%, -8%[10 µM], 2%, .
6	COCC(=O)N(c1ccc(C(C)C)cc1)C1C=CS(=O)(=O)C1 (configuration not stated)
→ -7%, 5%, -3%, 1%, 7%, 17%[10 µM], -6%, -12%
7	Cc1cccc(C(=O)NNC(=O)c2ccc(F)cc2)c1
→ 2%, 0%, -2%, -4%, -1%, 19%[10 µM], -3%, -2%
8	Cc1nnc(NC(=O)CSc2nnc(Cc3ccccc3)n2-c2ccccc2)s1
→ -6%, -4%, 8%, 0%, 3%, -13%, -12%, -4%
9	NC(=O)c1ccc(C(=O)c2ccc([N+](=O)[O-])cc2)cc1
→ 3%, -5%, -18%, ?, -7%, 44%[0.074 µM], -17%, 6%
10	CCOC(=O)C(NCCOC)(NC(C)=O)C(F)(F)F (configuration not stated)
→ 3%, -2%, -1%, ., 6%, 17%[10 µM], -3%, 2%
11	O=C(CN1CCCc2ccccc21)Nc1ccccc1[N+](=O)[O-]
→ ., -10%, 8%, 0%, -26%, 2%, -9%, -3%
12	CCOCCCNC(=O)c1cn(CC)c2ccc(S(=O)(=O)N3CCOCC3)cc2c1=O
→ ., 2%, -1%, ., -5%, ., ., 0%[76.3 µM]
13	CCCOC(=O)Nc1sc2c(c1C(=O)OCC)CCC2
→ 2%, -26%, -7%, ?, -16%, 11%, 0%, -10%
14	CCCC(=O)NNC(=O)CCC(=O)Nc1ccccc1Cl
→ 4%, 8%, 5%, -11%, 10%, 6%, 0%, 1%
15	COc1ccccc1CNC(=O)CSc1nc2nc(C)c(Cc3ccccc3C)c(C)n2n1
→ ., ?, 3%, ., -8%, ., ., -4%[76.3 µM]
16	Cc1cn(-c2ccccc2)c(C)c1/C=N\Nc1nc(N2CCOCC2)nc(N2CCOCC2)n1
→ -1%, 7%, 0%, 3%, 8%, 5%[10 µM], 0%, 18%
17	CC(=O)Nc1ccc(NC(=O)COC(=O)c2ccccn2)cc1
→ -1%, -4%, 6%, 4%, -2%, -22%, -1%, 14%
18	O=C(Nc1c(C(=O)c2ccccc2)oc2ccccc12)c1cc(=O)c2ccccc2o1
→ ., -3%, -1%, ., -17%, ., ., 6%[76.3 µM]
19	COc1ccc(CCNC(=O)NC23CC4CC(CC(C4)C2)C3)cc1
→ 6%, -10%, -1%, -3%, -22%, 1%, 5%, 0%
20	Cc1ccc2nc3cc([N+](=O)[O-])cc([N+](=O)[O-])c3cc2c1
→ -6%, 3.2µM*, ?, 1%, ?, ., -3%, -9%
21	CC(C)CNS(=O)(=O)c1ccc(CCC(=O)N2CCOCC2)cc1
→ -5%, -13%, 5%, -15%, -6%, -15%[0.074 µM], 2%, 5%
22	CCC(=O)c1ccc(OCC(O)CN2CCOCC2)cc1 (configuration not stated)
→ 7%, -9%, 4%, -11%, 6%, 0%, -9%, 10%
23	CCCCCCCCCCCCC/C=C/[C@@H](O)[C@H](COP(=O)([O-])OCC[N+](C)(C)C)NC(=O)CCCCCCCCCCCCCCCCC
→ 6%, -11%, 6%, ., -13%, ?, -10%, .
24	O=C1C2Sc3[nH]c(=O)sc3C(c3cc([N+](=O)[O-])ccc3O)C2C(=O)N1c1ccccc1 (configuration not stated)
→ -13%, ?, ?, ., -8%, 16%[10 µM], -10%, ?
25	CC(C)c1ccc(-c2c(C#N)c(N)nc(SCC(=O)N3CCCCC3)c2C#N)cc1
→ 7%, -3%, ?, 3%, -13%, -44%[inhibitor], -6%, 2%
26	COCCOC(=O)C(C#N)c1nc2ccccc2nc1N1CCCC1 (configuration not stated)
→ -7%, ?, -5%, -3%, -7%, -11%, 4%, -7%
27	COc1cccc(-c2nc(SCC(=O)Nc3ccc4c(c3)OCO4)c(-c3ccccc3)[nH]2)c1
→ ., ?, -6%, ., 7.9µM*[quencher], ., ., -2%[76.3 µM]
28	CC(C)CCN1C(=O)c2ccc(C(=O)Nc3cccc(S(N)(=O)=O)c3)cc2C1=O
→ -3%, -2%, -12%, -3%, -13%, 3%[10 µM], -3%, 8%
29	CCN(CC)S(=O)(=O)c1ccc(/C=C/C(=O)OCC(=O)Nc2ccc(C(N)=O)cc2)cc1
→ -9%, 10%, 0%, 2%, 7%, -28%, -2%, 6%
30	CC(C)(CSc1ccccn1)NS(=O)(=O)c1ccccc1
→ 0%, -5%, 3%, -8%, 0%, -4%[10 µM], -5%, 13%
31	C=CCc1ccc(OCC(O)CN2CCCCC2C)c(OC)c1 (configuration not stated)
→ 1%, -2%, -5%, -2%, 4%, 7%[1.9 µM], 5%, -13%
32	CCOC(=O)N1CCN(c2ncnc3c2oc2nc(C(C)C)c4c(c23)CCC4)CC1
→ -4%, -1%, 0%, 13%, 0%, 11%[0.074 µM], -6%, 2%
33	Cc1nc2ccccc2c(=O)n1CC(=O)N1CCOCC1
→ -14%, 2%, 1%, -1%, 7%, 20%[10 µM], -9%, -7%
34	C[C@@H]1O[C@@H](O[C@H]2[C@H](Oc3cc(O)c4c(c3)O[C@H](c3ccc(O)cc3)CC4=O)O[C@H](CO)[C@@H](O)[C@@H]2O)[C@H](O)[C@H](O)[C@H]1O
→ -14%&1%, -11%&5%, -3%&6%, -7%, -15%&14%, ?, -12%&-1%, -4%
35	CCOc1ccc(CCNC(=O)CN2CCN(Cc3ccccc3C)C2=O)cc1OCC
→ -9%, -5%, 0%, 7%, 1%, -11%, -12%, -5%
36	COc1ccc(/C(=N/OC(C)=O)c2nccc3cc(OC)c(OC)cc23)cc1OC
→ -7%, ., 1%, ., 9%, 6%[10 µM], 0%, 3%
37	CC(=O)Nc1ccc(NS(C)(=O)=O)cc1
→ -6%, -6%, -11%, -9%, -12%, ?, -5%, 7%
38	Cc1cccc(NC(=O)CSc2nc(-c3cccs3)cc(C(F)(F)F)c2C#N)c1
→ ., -6%, -12%, ., -19%, ., ., -11%[76.3 µM]
39	COc1cc(C(=O)Nc2sc3c(c2C#N)CCCC3)c(Br)c(OC)c1OC
→ ., -12%, -11%, ., -24%, ., ., 9%[76.3 µM]
40	CC(NC(=O)c1ccco1)C(=O)Nc1nc(-c2ccccn2)cs1 (configuration not stated)
→ 0%, -14%, 1%, 0%, 0%, -7%[10 µM], 6%, 6%
41	O=C(c1cc2n(n1)C(C(F)(F)F)CC(c1ccc(Cl)cc1)N2)N1CCCC1 (configuration not stated)
→ 1%, -11%, 7%, -1%, -8%, -17%, 3%, -4%
42	COc1ccc([C@H]2C=C(C(=O)O)O[C@@H](OCc3ccc(CO)cc3)C2)cc1
→ -11%, ?, 0%, ., -16%, 2%[10 µM], -13%, 7%
43	CCc1cc2c(SCc3nc4sc(C(C)=O)c(C)c4c(=O)[nH]3)ncnc2s1
→ -1%, ?, 13%, 3%, -24%, 0%[10 µM], -6%, -4%
44	CC(=O)N1CC=CC1(C)C(=O)O (configuration not stated)
→ -1%&-2%, -18%&-18%, -6%&-7%, -6%, -15%&-5%, -14%, -3%&4%, 5%
45	CCOc1ccccc1N1CC(c2nc3ccccc3n2CCOc2ccc(OC)cc2)CC1=O (configuration not stated)
→ ., -15%, 13%, ., -7%, ., ., 7%[76.3 µM]
46	CCn1cc(-c2ccnc3cc(C(=O)O)nn23)c(C)n1
→ 17%, -3%, 9%, ?, 5%, -15%, ?, 8%
47	CCCCSc1cc(C)nc2ncnn12
→ 4%, -1%, -9%, 1%, -1%, -2%, 5%, 2%
48	Cc1nn(C(C)(C)C)c(OC(=O)c2cccs2)c1S(=O)(=O)c1ccccc1
→ -6%, -11%, 5%, -3%, -3%, -16%[0.074 µM], 5%, -2%
49	Cc1cc(C(=O)N2CCN(c3ccccn3)CC2)c(C)o1
→ -9%, ?, -6%, 5%, 1%, -21%, -7%, 7%

# By substructure, the compounds so far with a halogen.
# Results follow in this order: GAA spleen mod, Tau fibril ThT, Tau fibril FP, GAA inhib, Tau fluor counter, HTT ATP protect, GLA spleen mod, GAA glycogen mod
3	O=C(Nc1ccc(Br)c(Cl)c1)c1ccc(C(=O)Nc2ccc(Br)c(Cl)c2)cc1
→ ., -10%, ?, ., 6%, ., ., 4%[76.3 µM]
7	Cc1cccc(C(=O)NNC(=O)c2ccc(F)cc2)c1
→ 2%, 0%, -2%, -4%, -1%, 19%[10 µM], -3%, -2%
10	CCOC(=O)C(NCCOC)(NC(C)=O)C(F)(F)F (configuration not stated)
→ 3%, -2%, -1%, ., 6%, 17%[10 µM], -3%, 2%
14	CCCC(=O)NNC(=O)CCC(=O)Nc1ccccc1Cl
→ 4%, 8%, 5%, -11%, 10%, 6%, 0%, 1%
38	Cc1cccc(NC(=O)CSc2nc(-c3cccs3)cc(C(F)(F)F)c2C#N)c1
→ ., -6%, -12%, ., -19%, ., ., -11%[76.3 µM]
39	COc1cc(C(=O)Nc2sc3c(c2C#N)CCCC3)c(Br)c(OC)c1OC
→ ., -12%, -11%, ., -24%, ., ., 9%[76.3 µM]
41	O=C(c1cc2n(n1)C(C(F)(F)F)CC(c1ccc(Cl)cc1)N2)N1CCCC1 (configuration not stated)
→ 1%, -11%, 7%, -1%, -8%, -17%, 3%, -4%
